Source: PubChem BioAssay (several laboratories)
H9c2 protect – cardioprotection against H2O2-induced cell death, primary screen, uHTS, H9c2 cells, ATPLite luminescence; protection from H2O2 cell death, % at 20 µM; hit rate 0.63% among 360,000; H9c2 cardiomyocytes, H2O2 injury protection, 2 h;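 active means compounds giving at least 50% protection of heart cells from peroxide-induced death in the single-dose screen, raw or plate-pattern-corrected value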;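 further: 0% = DMSO wells with peroxide and 100% = DMSO wells without peroxide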
TLR9-MyD88 inh – inhibitors of TLR9-MyD88 association in cells, primary screen, cell-based, CHO, BLA complementation, fluorescence. CCF4 FRET ratio. Toll-like receptor 9 (Homo sapiens) + Myeloid differentiation primary response protein …. inhibition, % at 4.98 µM. hit rate 0.21% among 340,000;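 active means inhibition above the mean over all tested compounds plus 3 SD, cut at about 21% in these data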;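 further: 0% = DMSO only wells and 100% = clavulanate BLA inhibitor control wells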
Glyco luc inh – increase of ERlucT glycosylation luciferase signal, primary screen, N-linked glycosylation inhibitor project, D54 ERlucT cells, luminescence, set 2. hit rate 0.23% among 360,000. AID 588692, 2011. D54 ERlucT glycosylation luciferase reporter, 24 h; percent of 100 nM tunicamycin response. reporter increase, % at 12.5 µM;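 active means mean luciferase reporter signal, scaled so untreated is 0 and the glycosylation-blocking control 100, at or above a set limit in every replicate; inconclusive means mean reaches the limit but not every replicate does; inactive means mean below the limit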;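 further: luciferase carries N-glycosylation sites so blocking glycosylation raises the light; 0% = median of neutral control wells and 100% = median of 100 nM tunicamycin wells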
SRC2 inh – inhibition of GAL4-SRC2 driven luciferase reporter, primary screen, SRC2 inhibitor project, cell-based, luminescence; Nuclear receptor coactivator 2 (Homo sapiens), Q15596; HEK293 GAL4-SRC2 luciferase reporter; inhibition, % at 9 µM; hit rate 0.17% among 370,000;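 active means inhibition above the mean inhibition of all tested compounds plus 3 SD, set per campaign, cut at about 52% in these data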;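 further: 0% = DMSO treated cells and 100% = cells given Gossypol at 36 µM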
MC4R barr agon – MC4R agonists recruiting beta-arrestin, primary screen, cell-based, luminescence, agonist arm of biased-ligand search. Melanocortin receptor 4 (Homo sapiens), P32245. U2OS MC4R beta-arrestin complementation; percent of melanotan II response, DMSO zero. activation, % at 8.9 µM. hit rate 0.98% among 360,000;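 active means activation above a per-plate cutoff, the mean activation of sample wells on that plate plus 3 SD, cut at about 8% in these data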
m5-HT2A agonist – mouse Htr2a agonists via beta-arrestin recruitment, primary screen, cell-based, luminescence; 5-hydroxytryptamine receptor 2A (Mus musculus), P35363; CHO-K1 mHTR2A beta-arrestin complementation; percent of 30 µM serotonin response; activation, % at 7.6 µM; hit rate 0.66% among 360,000; AID 624169, 2012;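 active means activation above a run cutoff, the mean activation of all tested compounds plus 3 SD, cut at about 14% in these data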;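 further: 0% = plate median of compound wells and 100% = 30 µM serotonin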
Target sequence (P35363 whole entry, looked up): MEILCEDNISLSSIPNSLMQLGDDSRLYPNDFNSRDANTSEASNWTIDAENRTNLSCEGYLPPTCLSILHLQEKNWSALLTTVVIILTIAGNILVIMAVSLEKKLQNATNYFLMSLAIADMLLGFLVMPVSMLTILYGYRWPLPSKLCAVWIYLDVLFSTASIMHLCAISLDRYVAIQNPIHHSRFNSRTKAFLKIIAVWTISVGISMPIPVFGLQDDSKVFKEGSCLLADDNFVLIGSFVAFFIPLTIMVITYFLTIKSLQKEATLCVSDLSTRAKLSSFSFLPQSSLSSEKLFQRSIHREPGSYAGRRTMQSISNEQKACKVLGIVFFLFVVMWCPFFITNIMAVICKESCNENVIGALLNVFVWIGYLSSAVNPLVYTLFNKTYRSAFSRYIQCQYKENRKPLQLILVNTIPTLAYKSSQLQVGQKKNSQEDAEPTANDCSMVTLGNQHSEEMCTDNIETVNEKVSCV
MC4R antagonist – MC4R antagonists of cAMP signaling, primary screen, cell-based, TR-FRET, antagonist arm of biased-ligand search. inhibition, % at 6.5 µM. AID 540295, 2011. hit rate 0.48% among 360,000. MC4R-expressing cells, MTII-stimulated cAMP, LANCE TR-FRET;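 active means inhibition above its plate's cutoff, the mean of tested wells on that plate plus 3 SD, cut at about 29% in these data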;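 further: 0% = Melanotan II alone and 100% = Melanotan II plus saturating MCL0020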
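material = U2OS cells stably expressing human melanocortin 4 receptor (MC4R) | also added = Melanotan II challenge | dosing = single nominal compound dose of 6.5 µM | detection = TR-FRET with Eu-cAMP and labeled anti-cAMP, 671 nm | replication = singlicate | timing = compound 30 min, challenge 1 h, detection 1 h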
ABHD5-PLIN5 inh – ABHD5-PLIN5 interaction inhibitors, primary screen, cell lysate, split luciferase complementation, luminescence. Split G. princeps luciferase complementation, 4 h. inhibition, % at 4 µM. hit rate 0.78% among 360,000. AID 602281, 2012;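 active means inhibition above the mean inhibition across every tested compound plus 3 SD, cut at about 22% in these data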;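 further: 0% = DMSO only wells and the 100% control is not disclosed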
ABCB6 inh 2 – ABCB6 transporter inhibitors, primary screen, K562-ABCB6 cells, flow cytometry, MLPCN library; ATP-binding cassette sub-family B member 6 (Homo sapiens), Q9NP58; K562-ABCB6 porphyrin accumulation, 1 h; hits give low values; fluorescence ratio to DMSO, % at 10 µM; hit rate 0.19% among 360,000; AID 602162, 2011;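 active means fluorescence ratio to DMSO below 75%, the collection mean minus 3 SD; inconclusive means too few cells collected in the well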;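 further: signal is porphyrin accumulated inside mitochondria; 100% equals median channel fluorescence of DMSO control wells; lower ratio means ABCB6 inhibition with less porphyrin fluorescence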
NOD2 RIPK2 PPI – NOD2-RIPK2 binding disruptors in cells, primary screen, fluorescence, CHO cells, BLA complementation; Receptor-interacting serine/threonine-protein kinase 2 (Homo sapiens), O43353; CCF4 ratio; inhibition, % at 4.98 µM; hit rate 0.38% among 360,000; in the data active means inhibition above about 21%;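 further: 0% = vehicle only and 100% = reference blocker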
Target sequence (O43353 whole entry, looked up): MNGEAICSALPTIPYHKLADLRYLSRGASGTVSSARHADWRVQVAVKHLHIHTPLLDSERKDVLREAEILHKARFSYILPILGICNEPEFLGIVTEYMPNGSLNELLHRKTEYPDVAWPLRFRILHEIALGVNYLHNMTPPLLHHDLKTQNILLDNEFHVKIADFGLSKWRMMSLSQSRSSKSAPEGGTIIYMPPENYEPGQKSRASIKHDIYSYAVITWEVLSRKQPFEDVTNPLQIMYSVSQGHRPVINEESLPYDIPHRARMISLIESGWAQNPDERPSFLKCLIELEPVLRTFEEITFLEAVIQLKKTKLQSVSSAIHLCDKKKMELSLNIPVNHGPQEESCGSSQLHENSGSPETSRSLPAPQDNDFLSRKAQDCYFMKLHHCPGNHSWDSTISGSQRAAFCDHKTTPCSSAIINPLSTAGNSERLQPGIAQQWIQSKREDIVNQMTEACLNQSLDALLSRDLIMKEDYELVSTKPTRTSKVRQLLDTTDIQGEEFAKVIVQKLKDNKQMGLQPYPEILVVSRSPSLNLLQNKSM
Starred values were filed as active, the others as inactive; u = inconclusive; x = not tested or not shown.

Every second line gives: H9c2 protect, TLR9-MyD88 inh, Glyco luc inh, SRC2 inh, MC4R barr agon, m5-HT2A agonist, MC4R antagonist, ABHD5-PLIN5 inh, ABCB6 inh 2, NOD2 RIPK2 PPI
> N/C(=N\OC(=O)c1ccc(Br)cc1)c1cccc([N+](=O)[O-])c1
    -16, -4, 3, -41, -0.1, 6, 4, 6, 98, 7
> O=C(NCc1nnnn1-c1ccc(Cl)cc1)c1ccc2c(c1)OCO2
    5, 2, 0, 3, -1.1, 2, 3, 4, 98, 3
> CCCCCC(=O)Nc1ccc(S(=O)(=O)NC2=NCCCCC2)cc1
    0, 5, -1, -20, -0.9, 13, 8, -1, 109, -5
> Fc1ccccc1-c1nc(NC2CCCC2)c2ccccc2n1
    -10, 10, -5, 6, 0.9, -7, 12, -4, 94, -2
> O=C1c2ccccc2C(=O)N1CCCc1nc(-c2cccnc2)no1
    1, -4, -1, -8, -1.5, -3, 0, -6, 99, 1
> O=C(c1ccco1)N1CCN(C(=O)c2cn(-c3ccccc3)nc2-c2ccccc2)CC1
    -10, 4, 2, -3, -3.3, -2, -1, 2, 103, 3
> Cc1ccccc1-n1ncc2c1CC(C)(C)CC2NC(=O)CCC1=NNC(=O)CC1 (stereo not given)
    -2, -8, 1, 21, 1.5, -3, 8, -2, 102, -8
> O=C(CN1CCSC1=O)N1CCN(S(=O)(=O)c2ccc(Cl)cc2)CC1
    -4, -1, 1, -4, -2.8, 7, -5, -2, 98, 7
> CCn1ncc(C2=NOC(C(=O)NCc3ccccc3)C2)c1C (stereo not given)
    2, -2, u, 13, -2.1, -2, -36, 1, 104, -1
> CCOCCCNC(=O)CCCC1=NS(=O)(=O)c2ccccc2N1
    -1, -5, 2, 1, -0.6, 0, 7, -1, 101, 7
> CC1CC(C)CN(C(=O)c2ccc3c(c2NCCO)C(=O)c2ccccc2C3=O)C1 (stereo not given)
    22, 7, -2, 20, -2.2, 1, -2, 8, 121, -3
> Cc1sc(NC(=O)c2cccc(N3C(=O)CCC3=O)c2)nc1-c1ccccc1
    6, 3, -2, -3, -4.0, -6, 12, -10, 92, 1
> NC(=O)C1CCN(C(=O)OCc2ccccc2)CC1
    4, 0, -2, -17, -3.0, 1, 0, 1, 98, 8
> CC(C)N(Cc1ccccc1)C(=S)Nc1ccccc1F
    -4, x, 1, -3, 1.7, 2, 1, 5, 97, -6
> O=C(COC(=O)CSc1ccc2ccccc2c1)NC1CCCC1
    3, 3, 2, -10, -2.6, -3, -3, -6, 101, 6
> COc1cc(/C=N/S(=O)(=O)c2ccccc2)cc(OC)c1O
    7, -1, 2, -11, -1.2, 5, 1, -1, 96, -7
> Cn1cnnc1SCC(=O)NNC(=O)COc1ccc(Br)cc1
    -5, 12, 1, 5, -0.1, 3, 20, -3, 107, -1
> O=C(c1cc(COc2c(F)cccc2F)on1)N1CCSCC1
    0, -4, -2, -32, -1.4, -3, 2, 0, 99, -10
> Cc1ccccc1Nc1nc(N)nc(CN(C)c2ccccc2)n1
    10, -2, 6, 3, -0.5, -2, 0, 6, 96, 4
> Cc1cc(NC(=O)CSc2nc3ccccc3[nH]2)n(-c2ccccc2)n1
    8, x, -1, -45, -1.5, -10, -11, -9, 101, -1
> N#Cc1ccc(Oc2ccc(S(=O)(=O)N3CCCC3)cn2)cc1
    1, -7, 0, 3, -3.7, 3, 11, -18, 97, -1
> OCCC#Cc1ccc(CN2CCN(Cc3ccsc3)C(CCO)C2)cc1 (stereo not given)
    5, 10, -1, -36, -1.4, 1, 2, 1, 92, 0
> CN(c1ccccc1)S(=O)(=O)c1cccc(Cl)c1Cl
    -7, 5, -2, -16, -0.2, -1, -1, -2, 99, 1
> CCc1nnc(NC(=O)c2nn(-c3ccccc3)nc2C)s1
    -6, -10, -1, 8, 0.8, 4, 20, 4, 97, 6
> O=c1c2ccccc2nc(/C=C/c2ccc([N+](=O)[O-])o2)n1CCCO
    4, -3, -14, -11, 1.5, 0, -7, 3, 366, -1
> C=CCn1c(CSc2ccccc2[N+](=O)[O-])n[nH]c1=S
    2, -3, 1, -14, -0.4, -5, 14, -17, 96, -11
> C[C@@H]1CCCCCCCCC(=O)OCCN(C(=O)OC(C)(C)C)[C@H](C)CCCCCCCCC(=O)OCCN1C(=O)OC(C)(C)C
    3, -1, 1, -21, -1.9, 4, 2, -9, 96, -17
> COC(=O)c1ccc(OC(=O)c2ccncc2)cc1O
    4, -3, 1, 8, 0.3, 3, 1, 3, 98, 4
> Clc1ccc2c(c1)Nc1ccccc1CC2
    -12, 3, 0, -38, 2.8, -2, -3, -4, 97, -15
> O=C(OCc1nc2ccc(Cl)cc2n1CCO)c1ccccc1
    3, 5, 2, -15, -0.2, 0, -1, 6, 102, -1
> COc1ccc(NC(=O)C2CCCN(S(=O)(=O)c3ccc4c(c3)CCCN4C(C)=O)C2)cc1 (stereo not given)
    1, 0, 0, -23, 1.4, 2, 1, 0, 93, -84
> COC(CNC(=O)C(C)n1nc(C)c2ccccc21)OC (stereo not given)
    1, -8, 3, 0, -2.7, 0, 6, 2, 107, 4
> COc1ccccc1NC(=S)N1CCC(NC(=O)C23CC4CC(CC(C4)C2)C3)CC1
    -3, -2, -4, -9, 1.1, -3, -2, -4, 97, -8
> CCOC(=O)c1c(NC(=O)CSC(=S)N2CCOCC2)sc(C)c1C
    -2, -8, 1, 7, 4.3, 3, 11, -6, 102, -2
> S=c1[nH]nc(-c2cccnc2)n1/N=C/C(Cl)=C\c1ccccc1
    1, -13, 6, -55, 0.3, -2, 4, 1, 105, -5
> CN(c1ccccc1C(=O)N1CCc2ccccc2C1)S(C)(=O)=O
    0, 0, 2, -2, -0.8, 3, 3, -2, 97, 2
> Cc1ccc(Sc2ccc(NC(=O)CCN3C(=O)NC4(CCCC4)C3=O)cc2)c(C)c1
    -12, -5, -1, -8, -2.9, -10, 3, -11, 91, -1
> CCOC(=O)/C=c1\s/c(=C\c2ccc(-c3ccccc3)cc2)c(=O)n1CC(=O)NCc1ccc2c(c1)OCO2
    11, -1, 3, 6, 2.2, 9, -7, 9, 97, 0
> O=C(NNC(=O)C12CC3CC(CC(C3)C1)C2)c1ccccc1F
    1, 3, -1, -24, -2.6, -9, 4, 0, 103, -8
> Cc1cccc(Nc2ccccc2C(=O)OCC(=O)N2CCOCC2)c1C
    -7, 2, -2, 4, -1.1, -1, -1, 3, 97, -4
> CCOC(=O)c1sc2ncnc(Nc3cccc(C(=O)O)c3)c2c1C
    3, -1, 2, -18, 0.1, 1, 27, 1, 102, 7
> CCc1nc2ccc(C(=O)Nc3ccc4c(c3)OCC(=O)N4)cn2c1N(C)C(=O)C1CCCCC1
    2, x, 4, -14, -0.2, -4, 7, -2, 90, -8
> c1ccc(CN2CCC(Nc3nc(-c4ccccc4)nc4ccccc34)CC2)cc1
    -34, -5, 1, 16, 3.6, 0, 5, 11, 98, 8
> O=C(Cc1ccccc1)Nc1ccc(N2CCCC2)cc1
    1, -1, 0, -21, 0.8, 2, 0, 12, 87, -6
> Cc1csc(Sc2ccc(C(=O)OCC(=O)Nc3ccc(OC(F)(F)F)cc3)cc2[N+](=O)[O-])n1
    3, -2, -4, -7, -0.9, -4, 18, -3, 103, 2
> CC(C)c1ccc(NC(=O)C2CCN(S(=O)(=O)c3ccc4c(c3)C(C)(C)C(=O)N4C)CC2)cc1
    -1, -2, -5, -3, -0.2, -4, 5, -17, 96, -1
> Cc1sc(NC(=S)NC(=O)C2CCCCC2)c(C(N)=O)c1C
    -9, 5, 1, -32, 1.6, -1, -2, 3, 95, -16
> O=C(CC1C(=O)OCC2CCCCN21)Nc1ccccc1C(F)(F)F (stereo not given)
    -9, -2, 1, 2, 0.4, 0, 22, -1, 98, -15
> CCCC(C)NC(=O)C1CCN(S(=O)(=O)c2ccccc2)CC1 (stereo not given)
    -2, -8, 1, -2, -0.6, -1, 4, -11, u, 7
> COc1cccc(/C=N/NC(=O)c2ccc3nc[nH]c3c2)c1O
    -4, -11, 3, 2, 0.7, -2, -3, -2, 96, -1
> O=C(Nc1ccccc1)Nc1c(F)cccc1F
    2, 1, 7, -12, 0.7, 4, 3, 0, 99, -10
> COc1ccc(CCN2CC(C(=O)N(C)Cc3cccnc3)CC2=O)cc1OC (stereo not given)
    -1, 0, -1, 6, -1.6, 5, 19, -5, 106, -4
> C[C@@H]1CN([C@@H](C)CO)C(=O)c2cccc(NS(C)(=O)=O)c2O[C@H]1CN(C)C(=O)Nc1ccc(F)cc1
    13, -9, 2, 2, -0.5, 0, -4, -4, 99, -1
> O=C1C(=O)N(c2ccccn2)C(c2ccc(Br)cc2)/C1=C(/O)c1ccc(Br)cc1 (stereo not given)
    -1, 5, 17, -8, -1.1, 4, -3, 0, 91, -29

A portion of the library (hit frequency here may not be typical).
